From PubChem
MRP reversal: compounds reversing MRP-mediated drug resistance; H69AR cells + 2 uM doxorubicin, CellTiter-Glo, 72 h; differential viability (reversal), % at 10 µM; actives 0.04% (n = 85,000); AID 602;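 active means viability drop by adding the cancer drug above about 55%, with treated viability meeting a 40% cutoff, limit read from the data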;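 further: viability without doxorubicin minus viability with 2 µM doxorubicin for each compound; larger differential means the compound sensitizes cells more to doxorubicin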
PLAP inhibition: inhibition of human placental alkaline phosphatase – biochemical, luminescence, HTS (AID 690). inhibition, % at 20 µM; hits with a dose series show IC50 in µM. purified PLAP, luminescent substrate; higher % means a stronger effect. actives 0.08% (n = 96,000); in the data active means a potency from the dose series; inactive means the rest, 99 in 100 with inhibition below about 30%; further: strong numbers were not always called active
IL1B NFkB inh: blocks IL-1B driven NFkB nuclear translocation in HUVEC cells; HUVEC IL-1B NFkB p65 nuclear translocation imaging; inhibition, % at 2 µM; actives 0.43% (n = 94,000); AID 796;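 active means inhibition above about 30% together with a positive call from visual inspection of the well image, limit read from the data; inconclusive means inhibition above a set limit but visual check negative; inactive means inhibition not above a set limit, visual check negative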;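 further: nuclear over cytoplasmic p65 intensity ratio measured by imaging; 0% = IL-1B stimulated DMSO wells and 100% = unstimulated DMSO wells; values of inactives mirror those of a sister screen read the other way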
IL1B NFkB pot: enhances IL-1B driven NFkB nuclear translocation. AID 819. actives 0.3% (n = 94,000). HUVEC IL-1B NFkB p65 nuclear translocation imaging. activation, % at 2 µM;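 active means activation above 40%, about the mean plus 3 SD, also judged a hit on visual image review; inconclusive means activation above 40% but not a hit on visual review; inactive means activation not above 40% and no visual hit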;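 further: percent activation is computed from the nuclear over cytoplasmic p65 intensity ratio; values of inactives mirror those of a sister screen read the other way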
Bcl-B displacement: displacers of TR3 peptide from Bcl-B, primary screen, selectivity assay for Bfl-1 inhibitor project, biochemical, fluorescence polarization. displacement, % at 20 µM, or IC50 in µM where a hit was titrated. AID 748. actives 0.11% (n = 96,000). FP displacement of FITC-TR3 peptide from Bcl-B; higher % means a stronger effect;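 active means displacement above 50% at 20 µM plus a fluorescence interference ratio under 1.5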;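 further: plate controls were wells without compound for no effect and wells lacking Bcl-B protein for full effect; a part of the inactive calls stands beside numbers as strong as those of hits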
MRP reversal cytotoxicity: further read-out of MRP reversal, marked with its call; viability, %; H69AR cells, CellTiter-Glo, 72 h; measured here: cytotoxicity without doxorubicin
MRP reversal with doxorubicin: second read-out of MRP reversal, no call of its own (marks repeat the call); viability, %; measured here: viability with 2 uM doxorubicin; active compounds read low
IL1B NFkB inh cell count 2 µM: recorded beside IL1B NFkB inh, whose call it bears; cell count; measured here: cells passing quality filter;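 raw number of nuclei counted in each imaged well without normalization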
IL1B NFkB pot cell count 2 µM: second read-out of IL1B NFkB pot, no call of its own (marks repeat the call); cell count; measured here: cells passing quality filter
Active calls of the source: *.

`COC(=O)C1=C(C)N=C2SC(C)C(=O)N2C1c1cccc(F)c1` (stereo not drawn) gave MRP reversal 14.9, PLAP inhibition -3.9%, IL1B NFkB inh -25.9, IL1B NFkB pot 25.9, Bcl-B displacement 8.5%, MRP reversal cytotoxicity 107.3, MRP reversal with doxorubicin 92.4, IL1B NFkB inh cell count 2 µM 90 and IL1B NFkB pot cell count 2 µM 90.
O=C(Nn1c(-c2ccccc2)nc2ccccc2c1=O)c1ccco1 was read as MRP reversal 16.0, PLAP inhibition -10.6%, IL1B NFkB inh 9.7, IL1B NFkB pot -9.7, Bcl-B displacement 5.4%, MRP reversal cytotoxicity 96.8, MRP reversal with doxorubicin 80.8, IL1B NFkB inh cell count 2 µM 99 and IL1B NFkB pot cell count 2 µM 99.
Screening CC(CC(=O)Nc1cc(C(F)(F)F)ccc1Cl)c1ccccc1 (stereo not drawn) returned PLAP inhibition -8.3%, IL1B NFkB inh -2.6, IL1B NFkB pot 2.6, Bcl-B displacement 1.1%, IL1B NFkB inh cell count 2 µM 161 and IL1B NFkB pot cell count 2 µM 161.
Screening CC1=NN(C(=O)c2csc(C)c2)C(O)(C(F)(F)F)C1 (stereo not drawn) returned PLAP inhibition -20.4%, IL1B NFkB inh 13.2, IL1B NFkB pot -13.2, Bcl-B displacement 2.1%, IL1B NFkB inh cell count 2 µM 128 and IL1B NFkB pot cell count 2 µM 128.
For CC1CN(C(=O)c2cccs2)CCN1C(=O)c1cccs1 (stereo not drawn) the results were MRP reversal 3.6, PLAP inhibition -16.7%, Bcl-B displacement 3.5%, MRP reversal cytotoxicity 122.4 and MRP reversal with doxorubicin 118.8.
`Cc1ccnc(N/C=C(\C#N)c2nc(-c3cccc(Br)c3)cs2)c1` gave PLAP inhibition 8.8%, IL1B NFkB inh -7.0, IL1B NFkB pot 7.0, Bcl-B displacement 70.2%, IL1B NFkB inh cell count 2 µM 122 and IL1B NFkB pot cell count 2 µM 122.
COc1ccccc1CNC(=O)CS(=O)Cc1nc(-c2ccccc2C)oc1C (stereo not drawn) was read as MRP reversal -7.0, PLAP inhibition -55.5%, IL1B NFkB inh 8.6, IL1B NFkB pot -8.6, Bcl-B displacement -9.2%, MRP reversal cytotoxicity 99.8, MRP reversal with doxorubicin 106.8, IL1B NFkB inh cell count 2 µM 170 and IL1B NFkB pot cell count 2 µM 170.
Cc1ccc(S(=O)(=O)/C(C#N)=C/c2c(N3CCC(C(N)=O)CC3)nc3c(C)cccn3c2=O)cc1 was read as MRP reversal -3.6, PLAP inhibition -51.7%, IL1B NFkB inh 14.9, IL1B NFkB pot -14.9, Bcl-B displacement -11.5%, MRP reversal cytotoxicity 80.5, MRP reversal with doxorubicin 84.1, IL1B NFkB inh cell count 2 µM 169 and IL1B NFkB pot cell count 2 µM 169.
`CCOC(=O)N/N=C(/C)c1ccc([N+](=O)[O-])o1` gave MRP reversal -8.7, PLAP inhibition 2.3%, IL1B NFkB inh 6.6, IL1B NFkB pot -6.6, Bcl-B displacement 9.9%, MRP reversal cytotoxicity 68.0, MRP reversal with doxorubicin 76.7, IL1B NFkB inh cell count 2 µM 168 and IL1B NFkB pot cell count 2 µM 168.
`C=CCn1c(SCC(=O)Nc2ccc3c(c2)OCO3)nc2ccccc2c1=O` gave MRP reversal 17.0, PLAP inhibition -51.7%, IL1B NFkB inh 1.2, IL1B NFkB pot -1.2, Bcl-B displacement -6.4%, MRP reversal cytotoxicity 93.3, MRP reversal with doxorubicin 76.4, IL1B NFkB inh cell count 2 µM 162 and IL1B NFkB pot cell count 2 µM 162.
`COc1nc(-c2ccccc2)ccc1-c1noc(-c2ccccc2)n1` gave MRP reversal -11.0, PLAP inhibition 5.8%, IL1B NFkB inh -3.4, IL1B NFkB pot 3.4, Bcl-B displacement -5.8%, MRP reversal cytotoxicity 71.6, MRP reversal with doxorubicin 82.7, IL1B NFkB inh cell count 2 µM 137 and IL1B NFkB pot cell count 2 µM 137.
CCOC(=O)c1sc(N)c(C#N)c1COC(=O)CNC(=O)c1ccccc1 was read as MRP reversal 2.5, PLAP inhibition 24.7%, IL1B NFkB inh -11.3, IL1B NFkB pot 11.3, Bcl-B displacement -87.7%, MRP reversal cytotoxicity 83.5, MRP reversal with doxorubicin 81.0, IL1B NFkB inh cell count 2 µM 96 and IL1B NFkB pot cell count 2 µM 96.
CN1CCCCc2c1nc1c(c2N)CCCC1 was read as MRP reversal 5.8, PLAP inhibition 11.6%, IL1B NFkB inh -3.7, IL1B NFkB pot 3.7, Bcl-B displacement 13.6%, MRP reversal cytotoxicity 88.8, MRP reversal with doxorubicin 83.0, IL1B NFkB inh cell count 2 µM 149 and IL1B NFkB pot cell count 2 µM 149.
`CC1CCN(c2nc3c(c(=O)[nH]c(=O)n3C)n2CCCc2ccccc2)CC1` gave MRP reversal 12.4, PLAP inhibition -28.4%, IL1B NFkB inh -28.1, IL1B NFkB pot 28.1, Bcl-B displacement -7.9%, MRP reversal cytotoxicity 98.4, MRP reversal with doxorubicin 86.0, IL1B NFkB inh cell count 2 µM 196 and IL1B NFkB pot cell count 2 µM 196.
Screening CCOc1ccccc1NC(=O)C1CCCN(C(=O)NCc2ccccc2)C1 (stereo not drawn) returned MRP reversal 19.9, PLAP inhibition 14.6%, IL1B NFkB inh 15.7, IL1B NFkB pot -15.7, Bcl-B displacement -6.2%, MRP reversal cytotoxicity 95.8, MRP reversal with doxorubicin 76.0, IL1B NFkB inh cell count 2 µM 132 and IL1B NFkB pot cell count 2 µM 132.
`Cn1c(SCC(=O)OC2CCCCC2)nnc1-c1ccco1` gave MRP reversal 12.1, IL1B NFkB inh inconclusive, IL1B NFkB pot -47.3, MRP reversal cytotoxicity 100.8, MRP reversal with doxorubicin 88.7 and IL1B NFkB pot cell count 2 µM 104.
Screening CC(N=c1ccccn1C(=O)Nc1ccc(F)cc1)c1ccco1 (stereo not drawn) returned MRP reversal 7.1, PLAP inhibition 15.0%, IL1B NFkB inh -0.6, IL1B NFkB pot 0.6, Bcl-B displacement -2.2%, MRP reversal cytotoxicity 99.5, MRP reversal with doxorubicin 92.5, IL1B NFkB inh cell count 2 µM 133 and IL1B NFkB pot cell count 2 µM 133.
N#Cc1ccc(OCC(=O)N2CCN(S(=O)(=O)c3cccs3)CC2)cc1 was read as MRP reversal -13.9, PLAP inhibition 22.0%, IL1B NFkB inh -9.9, IL1B NFkB pot 9.9, Bcl-B displacement 0.3%, MRP reversal cytotoxicity 101.2, MRP reversal with doxorubicin 115.1, IL1B NFkB inh cell count 2 µM 195 and IL1B NFkB pot cell count 2 µM 195.
For Cc1cc(C)c(C)c(S(=O)(=O)N2C(=S)NC(=O)C2CC(C)C)c1C (stereo not drawn) the results were PLAP inhibition -11.7%, IL1B NFkB inh 17.2, IL1B NFkB pot -17.2, Bcl-B displacement 5.7%, IL1B NFkB inh cell count 2 µM 120 and IL1B NFkB pot cell count 2 µM 120.
For CCOc1ccc(OCC)c(NC(=O)C2CCCN(S(=O)(=O)c3cccs3)C2)c1 (stereo not drawn) the results were MRP reversal -2.6, PLAP inhibition -14.4%, IL1B NFkB inh 3.0, IL1B NFkB pot -3.0, Bcl-B displacement -0.3%, MRP reversal cytotoxicity 57.5, MRP reversal with doxorubicin 60.2, IL1B NFkB inh cell count 2 µM 161 and IL1B NFkB pot cell count 2 µM 161.
Cn1c(CCNC(=O)c2ccco2)nc2cc(NS(=O)(=O)c3ccc(Cl)cc3)ccc21 was read as MRP reversal 10.4, PLAP inhibition -52.8%, IL1B NFkB inh -8.7, IL1B NFkB pot 8.7, Bcl-B displacement -4.2%, MRP reversal cytotoxicity 86.7, MRP reversal with doxorubicin 76.3, IL1B NFkB inh cell count 2 µM 195 and IL1B NFkB pot cell count 2 µM 195.
`COc1ccc(OC)c(-c2cc(C(=O)Nc3c(C)nn(Cc4ccc(Cl)cc4)c3C)no2)c1` gave MRP reversal -0.5, PLAP inhibition -32.2%, IL1B NFkB inh 7.1, IL1B NFkB pot -7.1, Bcl-B displacement 22.1%, MRP reversal cytotoxicity 63.4, MRP reversal with doxorubicin 63.8, IL1B NFkB inh cell count 2 µM 108 and IL1B NFkB pot cell count 2 µM 108.
For CN(C)c1nc(N)nc(Nc2ccccc2C#N)n1 the results were MRP reversal -8.6, PLAP inhibition 12.7%, IL1B NFkB inh -14.1, IL1B NFkB pot 14.1, Bcl-B displacement -2.2%, MRP reversal cytotoxicity 87.1, MRP reversal with doxorubicin 95.7, IL1B NFkB inh cell count 2 µM 129 and IL1B NFkB pot cell count 2 µM 129.
For Cc1c(N=C2SCC(=O)N2/N=C/c2ccccc2Cl)c(=O)n(-c2ccccc2)n1C the results were PLAP inhibition -27.8%, IL1B NFkB inh -1.6, IL1B NFkB pot 1.6, Bcl-B displacement -7.7%, IL1B NFkB inh cell count 2 µM 204 and IL1B NFkB pot cell count 2 µM 204.
For O=C(NCCN1CCOCC1)c1cccc(Cl)c1 the results were MRP reversal 5.8, IL1B NFkB inh -12.6, IL1B NFkB pot 12.6, MRP reversal cytotoxicity 87.6, MRP reversal with doxorubicin 81.8, IL1B NFkB inh cell count 2 µM 133 and IL1B NFkB pot cell count 2 µM 133.
`O=S(=O)(c1ccc2c(c1)OCCO2)N1CCN(Cc2ccccc2)CC1` gave MRP reversal 18.4, PLAP inhibition 0.9%, IL1B NFkB inh 5.3, IL1B NFkB pot -5.3, Bcl-B displacement -7.9%, MRP reversal cytotoxicity 98.8, MRP reversal with doxorubicin 80.5, IL1B NFkB inh cell count 2 µM 175 and IL1B NFkB pot cell count 2 µM 175.
CCOC(=O)c1sc2nc(SC)nc(-c3ccc(Cl)cc3)c2c1N was read as PLAP inhibition 3.9%, IL1B NFkB inh -0.5, IL1B NFkB pot 0.5, Bcl-B displacement -15.1%, IL1B NFkB inh cell count 2 µM 172 and IL1B NFkB pot cell count 2 µM 172.
Screening O=C(CN1CCCCCC1)Nc1ccc(Br)cc1Br returned PLAP inhibition 12.8%, IL1B NFkB inh 5.3, IL1B NFkB pot -5.3, Bcl-B displacement 13.5%, IL1B NFkB inh cell count 2 µM 146 and IL1B NFkB pot cell count 2 µM 146.
CN1CCN(CC(O)COCc2ccc3c(c2)OCO3)CC1 (stereo not drawn) was read as MRP reversal -4.0, PLAP inhibition -1.2%, IL1B NFkB inh -3.9, IL1B NFkB pot 3.9, Bcl-B displacement 0.5%, MRP reversal cytotoxicity 94.0, MRP reversal with doxorubicin 98.0, IL1B NFkB inh cell count 2 µM 126 and IL1B NFkB pot cell count 2 µM 126.
For CCn1c(CSc2nnc(-c3cccnc3)n2-c2ccccc2C)nc2cc(C(=O)O)ccc21 the results were MRP reversal -5.2, PLAP inhibition -36.9%, IL1B NFkB inh -1.4, IL1B NFkB pot 1.4, Bcl-B displacement 31.0%, MRP reversal cytotoxicity 90.0, MRP reversal with doxorubicin 95.1, IL1B NFkB inh cell count 2 µM 113 and IL1B NFkB pot cell count 2 µM 113.
CCOC(=O)c1c(NC(=O)CSc2n[nH]c(CNc3ccccc3)n2)sc(C)c1C was read as MRP reversal -8.9, IL1B NFkB inh -10.6, IL1B NFkB pot 10.6, MRP reversal cytotoxicity 31.4, MRP reversal with doxorubicin 40.4, IL1B NFkB inh cell count 2 µM 116 and IL1B NFkB pot cell count 2 µM 116.
Screening Cc1cc(C)cc(C(=O)/C=C2\NC(=O)CS2)c1 returned MRP reversal -12.6, PLAP inhibition -12.8%, IL1B NFkB inh 20.3, IL1B NFkB pot -20.3, Bcl-B displacement -12.8%, MRP reversal cytotoxicity 80.8, MRP reversal with doxorubicin 93.3, IL1B NFkB inh cell count 2 µM 194 and IL1B NFkB pot cell count 2 µM 194.

This is a subset; rates above refer to the full screens.
